Screening data from PubChem BioAssay.
D2 ag: D2 dopamine receptor (human) agonism; HEK293 T-REx D2 cells, calcium flux agonist mode; activation, % at 2 µM; 340,000 compounds, 0.53% hits; AID 485358;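 active means activation over 3 SD above normal in the single-dose calcium agonist read, cut at about 30% in these data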; further: 0% is about no effect
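HEK293 Trex D2 cells, tetracycline-induced, o/n 30 C 5% CO2; no-wash Ca dye, RT 30–90 min; 10-cycle baseline, 23 nl cpd added, kinetic Ca read 180 s; agonist hits = positive Ca response.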
D2 potentiator: D2 dopamine receptor (human) potentiation. P14416. HEK293 T-REx D2, calcium flux, EC20 dopamine potentiation. potentiation, % at 10 µM. 340,000 compounds, 0.34% hits. AID 485347;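 active means potentiation over 3 SD above the plate norm, cut at about 30% in these data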; further: 0% is about no effect
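Primary screen. Calcium kinetics in induced HEK293 T-REx D2 cells: compound pre-addition 180 s, EC20 dopamine, 180 s more.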
D2 antagonist: D2 dopamine receptor (human) antagonism; HEK293 TREx D2 cells, calcium flux, dopamine EC80; inhibition, % at 10 µM; 340,000 compounds, 2% hits; in the data active means inhibition above about 30%; further: 0% is about no effect
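Read-out: kinetic calcium fluorescence (1 cycle/s) in inducible HEK293 T-REx D2 cells after an EC80 dopamine addition that followed 180 s compound preincubation. Loss of the dopamine response indicates antagonism.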
TRHR enhancer: allosterically enhances the human TRH receptor; TRHR cells, fluo-8 calcium fluorescence, EC20 TRH enhancement; AID 493056; enhancement, % at 2 µM; 360,000 compounds, 0.66% hits; P34981; in the data active means enhancement above about 30%; further: 0% is about no effect
Target sequence (P34981 whole entry, looked up): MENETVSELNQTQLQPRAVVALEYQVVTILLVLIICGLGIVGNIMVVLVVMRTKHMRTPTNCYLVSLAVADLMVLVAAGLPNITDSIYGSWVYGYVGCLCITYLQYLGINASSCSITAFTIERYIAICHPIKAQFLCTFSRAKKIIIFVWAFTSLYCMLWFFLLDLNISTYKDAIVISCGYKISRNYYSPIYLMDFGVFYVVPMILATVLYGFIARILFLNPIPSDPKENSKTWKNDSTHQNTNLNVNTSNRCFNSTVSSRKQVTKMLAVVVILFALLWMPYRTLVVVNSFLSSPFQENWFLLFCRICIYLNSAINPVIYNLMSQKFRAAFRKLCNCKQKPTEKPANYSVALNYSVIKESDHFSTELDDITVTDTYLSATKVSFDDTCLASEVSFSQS
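TRHR-expressing cells loaded with fluo-8 calcium dye were read kinetically (ex 480/em 530) during compound addition, then stimulated with an EC20 of TRH (10 nM final). Enhancement of the Gq-mediated intracellular calcium response was scored.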
TRHR agonist: activates the human TRH receptor; TRHR cells, calcium flux fluo-8, FDSS agonist mode; activation, % at 2 µM; 360,000 compounds, 0.18% hits; further: 0% is about no effect
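TRHR-expressing cells, plated overnight in medium with 10% serum, were loaded with fluo-8 calcium dye at room temperature. After a 10 s baseline, library compound was pin-added and calcium release was recorded kinetically (ex 480/em 530) as agonist response.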
RXFP1 antag: antagonists of human relaxin receptor RXFP1; HEK293-RXFP1, relaxin-stimulated cAMP HTRF, 30 min; stronger effect = lower value; 350,000 compounds, 0.59% hits; AID 1259400; activity change, negative = inhibition, % at 57.5 µM; Q9HBX9;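 active means activity change of -60% or lower, but not beyond a set lower limit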; further: on the % scale 0 is the no-effect control and ±100 the full control effect
D1 agonist: human D1 receptor agonism; activation, % at 2 µM; HEK293 T-REx D1 cells, calcium flux, agonist mode; P21728; 360,000 compounds, 1% hits; further: 0% is about no effect
Target sequence (P21728 whole entry, looked up): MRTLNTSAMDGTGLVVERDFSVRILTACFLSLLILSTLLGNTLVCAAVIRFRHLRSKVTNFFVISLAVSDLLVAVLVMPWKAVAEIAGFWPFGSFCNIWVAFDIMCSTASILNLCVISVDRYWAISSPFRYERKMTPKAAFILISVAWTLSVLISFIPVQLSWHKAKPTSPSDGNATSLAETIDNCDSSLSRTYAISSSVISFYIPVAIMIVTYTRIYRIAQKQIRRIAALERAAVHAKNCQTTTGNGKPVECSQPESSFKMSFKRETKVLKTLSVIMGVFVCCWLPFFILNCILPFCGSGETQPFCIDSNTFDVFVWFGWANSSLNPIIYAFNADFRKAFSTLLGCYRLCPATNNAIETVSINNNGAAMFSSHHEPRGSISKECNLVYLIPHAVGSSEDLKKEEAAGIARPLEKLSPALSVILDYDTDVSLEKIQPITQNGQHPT
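Inducible HEK293 T-REx D1 cells, force-coupled to calcium signalling, were plated at 4000 cells/well with tetracycline and held overnight at 30 C. After no-wash calcium dye loading, compound-evoked calcium rise over 180 s flagged agonists.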
D1 PAM: human D1 dopamine receptor positive modulation; 360,000 compounds, 0.036% hits; AID 504651; potentiation, % at 10 µM; HEK293 TREx D1 cells, calcium flux, dopamine EC20 potentiation; P21728; in the data active means potentiation above about 30%; further: 0% is about no effect
D1 antagonist: antagonists of human D1 dopamine receptor | 360,000 compounds, 3.2% hits | HEK293 TREx D1 cells, calcium flux, dopamine EC80; stronger effect = lower value | activity change, negative = inhibition, % at 10 µM | AID 504652; in the data active means activity change below about -30%; further: on the % scale 0 is the no-effect control and ±100 the full control effect
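Tetracycline-induced HEK293 Trex D1 cells, force-coupled to calcium, dye-loaded; compounds added and read 180 s, then EC80 dopamine added and calcium flux tracked kinetically another 180 s.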
Numbers without * were called inactive; / = no result given; & = joins results of further samples. Unless noted, no stated cut-off is given here; in the data, active means activation above about 30%; inactive means the rest. Hits appear at their usual frequency; 7.3% or so of the library scored in one or more.

Molecule	D2 ag	D2 potentiator	D2 antagonist	TRHR enhancer	TRHR agonist	RXFP1 antag	D1 agonist	D1 PAM	D1 antagonist
COc1cc(C2CC(=O)Nc3n[nH]c(-c4ccccc4)c32)cc(OC)c1OC (configuration not stated)	0.0	6	-9	-2	0.0	2	1	1	-3
CCNc1nc(NCC)n2c(SCC(=O)Nc3c(C)cccc3C)nnc2n1	0.1	-5	-9	0	0.6	-14	2	-12	7
C#CCOCCOCCOCCNc1nc(N2CCOCC2)nc(N2CCN(C(=O)[C@H](CCCCN)n3cc([C@@H](N)CO)nn3)CC2)n1	0.0	-2	13	-1	0.1	/	-4	-2	-14
CCCSc1nc(=O)n2cc(C)ccc2n1	-1.4	-1	-29	-2	-0.9	-9	1	-8	-14
Cc1nnc(NC(=O)c2c(-c3ccccc3Cl)noc2C)s1	/	5	/	3	0.9	-21	2	6	-1
Cc1ccc(NC(=O)[C@@H](C)NC(=O)[C@@H]2Cc3ccccc3CN2)cc1	1.1	13	-7	1	0.4	-2	3	14	4
Nc1cccc2nsnc12	0.4	9	8	2	0.2	9	3	-8	8
COc1cc2c3nnc(-c4ccc(F)cc4)c-3cn(Cc3ccccc3)c2cc1OC	0.1	1	29	-4	0.1	/	-1	-9	-10
Cc1noc(C)c1C(=O)NNc1ccc(C(C)C)cc1	-1.5	2	1	0	0.5	-1	1	3	-8
CCOC(=O)C1CCN(S(=O)(=O)CCNC(=O)c2ccc(F)cc2)CC1	0.3	28	30*	-3	-0.8	2	1	-3	5

5 of these compounds, set out differently.
The line under a structure holds: D2 ag, D2 potentiator, D2 antagonist, TRHR enhancer, TRHR agonist, RXFP1 antag, D1 agonist, D1 PAM, D1 antagonist
- C#CCOCCOCCOCCNc1nc(N2CCOCC2)nc(N2CCN(C(=O)[C@H](CCCCN)n3cc([C@@H](N)CO)nn3)CC2)n1
 : 0.0, -2, 13, -1, 0.1, /, -4, -2, -14
- CCCSc1nc(=O)n2cc(C)ccc2n1
 : -1.4, -1, -29, -2, -0.9, -9, 1, -8, -14
- Cc1nnc(NC(=O)c2c(-c3ccccc3Cl)noc2C)s1
 : /, 5, /, 3, 0.9, -21, 2, 6, -1
- Cc1ccc(NC(=O)[C@@H](C)NC(=O)[C@@H]2Cc3ccccc3CN2)cc1
 : 1.1, 13, -7, 1, 0.4, -2, 3, 14, 4
- Nc1cccc2nsnc12
 : 0.4, 9, 8, 2, 0.2, 9, 3, -8, 8

Further structures:
Molecule	D2 ag	D2 potentiator	D2 antagonist	TRHR enhancer	TRHR agonist	RXFP1 antag	D1 agonist	D1 PAM	D1 antagonist
CCOc1ccc(NS(=O)(=O)c2cc(C(=O)NCCCN3CCOCC3)ccc2C)cc1	0.1	6	-2	11	0.6	-9	3	-1	-22
COc1cc(/C=C/C(=O)O)ccc1OCc1ccc([N+](=O)[O-])cc1	-0.6	4	1	2	-0.1	-8	3	-8	0
CC(=O)Nc1ccc(NC(=O)CCS(=O)(=O)c2ccc3c(c2)oc(=O)n3C)cc1	0.3	-9	0	8	0.9	1	2	-6	10
CCCCn1c(-c2ccc(C)cc2)c(C)n2c3c(=O)n(C)c(=O)n(C)c3nc12	0.1	-2	/	-8	0.5	3	3	-2	-21
CCSc1nc2cc(OC)c(OC)cc2c(=O)n1CC	-0.3	14	0	4	-2.1	8	1	1	12
CCCCCc1ccc(-c2cn(Cc3ccc([N+](=O)[O-])cc3)nn2)cc1	-1.3	4	-2	-6	1.6	/	9	-8	-8
COc1ccc(CN2CCN(C(=O)c3ccc(S(=O)(=O)NCc4ccco4)cc3)CC2)cc1	/	/	/	-11	-0.1	-7	6	-6	-14
O=C(c1cc2ccccc2o1)N1CCCCCC1	0.0	-14	18	-2	0.0	11	4	-4	3
CC(=O)N1Cc2ccccc2CC1C(=O)O (configuration not stated)	/	-3	/	-2	0.3	4	1	-3	15
CC(=O)Nc1cccc(-c2csc(NCc3ccccc3)n2)c1	1.3	-3	10	-7	0.2	2	0	1	-21
NC1=NC(=O)C(Cc2ccc(F)cc2)S1 (configuration not stated)	/	/	/	6	0.6	-13	3	-1	10
CCOc1cccc(C(=O)N(Cc2ccc(C(C)C)cc2)C2CCS(=O)(=O)C2)c1 (configuration not stated)	0.0	-3	/	3	-0.1	-25	3	-4	-12
CCc1ccc(-c2nc(CS(=O)CC(=O)NCc3ccco3)c(C)o2)cc1 (configuration not stated)	-0.3	73*	-11	-8	-0.4	10	0	0	16
Cc1nc2sc(C(=O)OC(C)C)c(N)c2c(C)c1C	-0.3	1	1	7	-0.7	-6	0	2	4
COc1cc(OC)c(OC)cc1/C=N/n1c(COc2ccccc2)n[nH]c1=S	0.8	-2	17	1	-0.5	-4	0	0	3
COc1cc2c(cc1OC)C(C)N(C(=O)/C=C/c1cc(OC)c(OC)c(OC)c1)CC2 (configuration not stated)	-2.1	-4	5	-10	-0.2	4	0	-11	-2
O=S(=O)(NC(=NCc1ccccc1)c1ccc(F)cc1)c1ccc(Cl)cc1	1.5	7	6	-5	-0.2	-4	3	2	9
COC(=O)CCCCC1SCC2NC(=O)NC21O (configuration not stated)	0.0	-3	-14	-1	-0.3	3	2	-6	-1
Cc1cc2c(nn1)CCc1nonc1-2	0.6	-2	3	-1	0.1	-21	2	1	-11
CN(C(=O)CSc1nc2ccccc2c(=O)n1-c1ccc(F)cc1)C1CCS(=O)(=O)C1 (configuration not stated)	/	/	/	11	0.1	-6	1	-4	1
CCOc1ccc(NC(=O)c2ccc3nc(C(C)C)oc3c2)cc1	/	-4	/	0	0.1	-23	8	0	-2
Cc1cc2[nH]c(=O)c(=O)[nH]c2cc1S(=O)(=O)NC1CCCCC1C (configuration not stated)	-0.3	22	1	-2	-0.1	/	2	1	-11
CC1(C)NC(=O)N(CC(=O)NNC(=O)c2ccccc2F)C1=O	0.0	0	1	-1	0.6	-3	1	-5	3
COc1ccc(CNC(=O)c2coc(=O)c3ccccc23)c(OC)c1	2.1	-1	0	-3	0.3	-7	2	-8	-21
Cc1ccccc1NC(=O)[C@H](CSCc1ccccc1)N1Cc2ccccc2C1=O	0.2	-11	/	-3	0.5	/	6	-3	-15
O=C(C1CCCN(S(=O)(=O)c2ccccc2)C1)N1CCCCC1 (configuration not stated)	0.1	-6	4	1	0.8	5	4	-6	-22
Cc1ccsc1C1C(C#N)=C(N)N(N(C)C)C2=C1C(=O)CCC2 (configuration not stated)	-0.2	16	-1	5	0.1	6	7	-2	-35*
CCCCCC1CCC(C(=O)NCCN2CCOCC2)CC1 (configuration not stated)	0.2	1	10	6	-1.6	3	2	-9	-2
COC(=O)Cc1ccc(NC(=O)c2ccc(Br)o2)cc1	-3.0	/	7	-4	-3.1	5	-1	-5	-11
CCOc1ccccc1NC(=O)CN1C(=O)COc2ccc(S(=O)(=O)N3CCOCC3)cc21	-0.2&0.1	-2&3	36*	-7&-4	-0.8&-0.2	17&-6	1&0	0&-3	-11&4
CCC1(C)Cc2c(sc3nnn(Cc4ccccc4Cl)c(=O)c23)CO1 (configuration not stated)	0.9	-9	-5	-9	-0.2	-14	2	2	5
Cc1cccc(N2C(=O)N3[C@@H]4c5ccccc5OC[C@@H]4[C@@H](c4ccccc4)[C@]3(C)C2=O)c1	-0.8	-10	14	-1	-0.2	/	3	-22	2
COc1ccc(/C(O)=C2/C(=O)C(=O)N(CCN3CCOCC3)C2c2ccccn2)cc1OC (configuration not stated)	/	/	/	1	0.9	-1	0	0	-5
COC(=O)c1ccccc1NC(=O)CCc1c(C)nc2cc(-c3ccc(Cl)cc3)nn2c1C	-0.4	9	/	4	-0.2	/	2	-4	-1
O=C(Cn1c(=O)oc2ccccc21)NCc1ccco1	0.7	1	4	6	0.2	-3	2	12	4
COc1ccc(-c2csc(N(CC3CCCO3)C(=O)c3cccs3)n2)cc1 (configuration not stated)	-0.1	7	-8	-5	1.1	-2	6	0	-1
CC(OC(=O)c1ccc(Cl)nc1)C(=O)NCc1ccc2c(c1)OCO2 (configuration not stated)	0.5	-1	-5	0	0.2	5	1	-2	1
O=C(CSc1ncn(-c2ccccc2)n1)Nc1nc2c(s1)CCCC2	-1.1	-6	-5	22	0.2	-7	6	6	-12
CC(=O)NCc1ccc(C(=O)CCl)cc1	0.9	3	6	6	0.8	15	4	-6	-12
Cn1c(SCC(=O)NCc2ccccc2)nc2c([nH]c3ccccc32)c1=O	1.4	12	-8	4	0.5	/	3	-1	3
CCOc1ccc(-c2cc(NC(=O)c3ccccc3)c(C(=O)OC)s2)cc1	-0.5	11	/	0	0.5	-11	0	-2	19
COc1ccc(CNC(=O)c2cc(C(C)=O)c[nH]2)cc1	1.3	-4	-10	7	0.8	-4	4	-1	-7
COc1ccc(NC2=NCCCCC2)cc1	0.1	0	10	-2	0.3	-12	1	1	2
Cc1ccc(C)c(NC(=O)Cn2c(=O)n(CCC(=O)NCc3ccc4c(c3)OCO4)c(=O)c3ccccc32)c1	0.5	8	/	2	-0.2	/	-3	1	12
Cc1cc(-c2ccccc2)n(-c2ccc(C(=O)N3CCN(c4ncccn4)CC3)cc2)n1	/	4	-10	-5	-2.1	-1	2	2	13
C/C(=N\NC(=O)c1ccc(CN2CCOCC2)cc1)c1ccc(NC(=O)c2ccccc2)cc1	-0.3	-1	16	5	0.5	13	6	-4	4
COc1ccccc1N1CCN(Cc2nnc(-c3ccccc3C)o2)CC1	-0.9	-22	/	12	-0.4	-21	1	-3	-3
